# Screening data as filed in PubChem.
# pCIP destab: p/CIP-EGFP fusion destabilizers, primary screen, fluorescence, F442A cells; Q05BA5; 16 h; decrease of EGFP signal, % at 10 µM; 290,000 tested, 0.01% active; AID 1984, 2009;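 active = EGFP signal decrease of at least 30% at 10 µM or well 3 SD below plate mean, unless failing retest; inactive = the rest, including hits failing retest or dose response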; note: some compounds called inactive have numbers as strong as hits; many of its hits are not listed in these tables
# VIM-2 inhibitor: VIM-2 metallo-beta-lactamase inhibitors, primary screen, biochemical, epi-absorbance readout, Pseudomonas aeruginosa enzyme; purified VIM-2, nitrocefin hydrolysis, epi-absorbance fluorescence; inhibition, % at 5.6 µM; 290,000 tested, 0.89% active;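 active = inhibition above the mean of all tested compounds plus 3 SD, cutoff set per screening run, cut at about 7.5% in these data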;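 note: red hydrolysis product quenches plate fluorescence so inhibitors raise well fluorescence; 0% = enzyme with DMSO and 100% = DMSO without enzyme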
# IDE cell inh: human IDE inhibitors in live cells, primary screen, fluorescence polarization, HEK cells, FAbetaB substrate; 320,000 tested, 0.41% active; Insulin-degrading enzyme (Homo sapiens), P14735; inhibition, % at 5.59 µM; FAbetaB cleavage;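 active = percent inhibition above the average of all tested compounds plus 3 SD, set per screening campaign, cut at about 16% in these data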;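 note: IDE supplied by intact live HEK cells; FP after avidin binding of uncleaved biotin substrate so inhibition keeps polarization high; 0% = DMSO wells and 100% = 60 µM reference IDE inhibitor Ii1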
# GPR7 antagonist: GPR7 receptor antagonists, primary screen, cell-based, fluorescence, single concentration; Neuropeptides B/W receptor type 1 (Homo sapiens), P48145; GPR7-expressing cells, fluorescence antagonist assay; inhibition, % at 4.4 µM; 290,000 tested, 1.1% active; AID 1861, 2009; in the data active = inhibition above about 16%, passing the limit was not always enough;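 note: cells stimulated with the agonist NPW; 0% = agonist with vehicle and 100% = vehicle without agonist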
# Target sequence (P48145 whole entry, looked up): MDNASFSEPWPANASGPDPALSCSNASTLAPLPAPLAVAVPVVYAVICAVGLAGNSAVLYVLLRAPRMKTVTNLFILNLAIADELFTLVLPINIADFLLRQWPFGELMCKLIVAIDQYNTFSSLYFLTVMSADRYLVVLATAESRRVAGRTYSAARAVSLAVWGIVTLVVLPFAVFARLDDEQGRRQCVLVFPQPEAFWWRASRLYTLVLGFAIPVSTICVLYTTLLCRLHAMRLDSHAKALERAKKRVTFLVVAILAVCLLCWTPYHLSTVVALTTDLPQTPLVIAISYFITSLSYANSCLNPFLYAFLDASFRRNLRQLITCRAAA
# PfM18AAP inh: PfM18AAP inhibitors, malaria aminopeptidase, primary screen, biochemical, QFRET, recombinant enzyme | M18 aspartyl aminopeptidase (Plasmodium falciparum 3D7) | H-Glu-NHMec fluorogenic cleavage | inhibition, % at 7.35 µM | 290,000 tested, 1.2% active;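 active = inhibition above the campaign mean inhibition over all tested compounds plus 3 SD, cut at about 28% in these data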;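 note: 0% = plate median of test compound wells and 100% = 2 mM ZnCl2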
# IDE act: human IDE activators in live cells, primary screen, fluorescence polarization, HEK cells, FAbeta-B substrate; Insulin-degrading enzyme (Homo sapiens), P14735; FAbeta-B cleavage; 0% vehicle, 100% cell-free pure enzyme wells; activation, % at 5.96 µM; 340,000 tested, 0.073% active;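 active = activation above the mean of all tested compounds plus 3 SD, set per screening campaign, cut at about 17% in these data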
# PHOSPHO1 inh: PubChem AID 1565 | Phosphoethanolamine/phosphocholine phosphatase (Homo sapiens), Q8TCT1 | recombinant PHOSPHO1, absorbance phosphatase assay | inhibition, % at 13.3 µM | 290,000 tested, 1.1% active; in the data active = inhibition above about 60%
# Target sequence (Q8TCT1 whole entry, looked up): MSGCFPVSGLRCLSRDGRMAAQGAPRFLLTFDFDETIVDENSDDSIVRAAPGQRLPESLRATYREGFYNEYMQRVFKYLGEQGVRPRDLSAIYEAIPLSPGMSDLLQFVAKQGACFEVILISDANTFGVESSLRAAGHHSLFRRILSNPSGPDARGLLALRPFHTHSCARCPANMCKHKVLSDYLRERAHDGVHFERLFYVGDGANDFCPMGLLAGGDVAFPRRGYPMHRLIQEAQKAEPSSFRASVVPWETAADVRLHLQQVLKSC
# IMP-1 inhibitor: IMP-1 metallo-beta-lactamase inhibitors, primary screen, biochemical, epi-absorbance readout, Pseudomonas aeruginosa enzyme | metallo-beta-lactamase IMP-1 (Pseudomonas aeruginosa) | purified IMP-1, nitrocefin hydrolysis, epi-absorbance fluorescence | inhibition, % at 5.6 µM | 290,000 tested, 0.45% active;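 active = inhibition above the mean plus 3 SD of all compounds in the same screening run, cut at about 4.5% in these data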;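 note: 0% = IMP-1 with DMSO and 100% = DMSO wells lacking enzyme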
#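 Assay system: purified IMP-1; Quantity: IMP-1 0.2 nM before substrate addition; Medium: HEPES buffer pH 7.1 with ZnSO4 and Brij 35; Incubation: 15 min enzyme–compound preincubation, then 25 min nitrocefin reaction, 25 °C; Signal: fluorescence quenching readout, ex 480/em 530 nm; Controls: DMSO with and without IMP-1; Repeats: singlicate testing.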
# NALP1 yeast inh: NALP1 inflammasome inhibitors in reconstituted yeast, colorimetric, S. cerevisiae, triplicate retest; inhibition, % at 10 µM; 280,000 tested, 0.61% active; S. cerevisiae NALP1/ASC/caspase-1 growth, X-gal OD620, 72 h; in the data active = inhibition mostly above about 24%, no sharp cut-off; inactive = mostly below about 32%; note: some compounds called inactive have numbers as strong as hits
# The depositor's hits bear a star; . = no result given. Rows were taken by chance; about 5.3% have a hit in one of these screens.
SMILES,pCIP destab,VIM-2 inhibitor,IDE cell inh,GPR7 antagonist,PfM18AAP inh,IDE act,PHOSPHO1 inh,IMP-1 inhibitor,NALP1 yeast inh
COc1ccc(S(=O)(=O)N2CCC(C(=O)c3ccc4c(c3)OCCO4)CC2)cc1,-2,0.0,3,0,-5,0,-1,-1.1,-4
O=C(N/N=C/c1ccccc1F)c1cccc(NC(=O)c2ccccc2Cl)c1,0,-5.7,-3,2,2,3,36,-1.2,20
O=C(O)c1ccc(N/N=C/c2ccc3ncccc3c2)cc1,2,0.2,0,4,-13,0,10,1.2,14
O=C(OC(C(=O)NCC1CCCO1)c1ccc(F)cc1)c1cccs1 (configuration not stated),0,-0.8,-1,-18,0,-4,4,-1.1,-6
Cc1ccc(CN2CCN(CC(=O)N/N=C/c3ccc(C)o3)CC2)cc1,-9,-3.9,-2,-7,0,-1,4,-3.5,-1
O=C(/C=C/c1ccccc1)NC(=S)NNC(=O)c1ccco1,-13,-3.8,4,-10,14,-6,27,0.0,-4
O=C(C1=C(O)C(=O)N(CCCn2ccnc2)C1c1cccc(Br)c1)c1ccco1 (configuration not stated),-4,0.3,3,-13,-6,3,50,0.9,14
Cc1ccc([N+](=O)[O-])cc1NC(=O)Nc1onc(C)c1C,2,-1.7,3,-10,-2,-1,17,-2.6,-6
O=C1CC(N2CCN(c3ccccc3Cl)CC2)C(=O)N1c1cccc(F)c1 (configuration not stated),-3,-1.9,-1,-1,-1,6,21,-1.7,9
CCOC(=O)CSc1ccc(C(=O)NCCCN2CCOCC2)cc1[N+](=O)[O-],-1,-0.5,-2,-8,0,1,20,-2.1,6
C=CCn1cccc(C(=O)Nc2ccc(OCC)cc2)c1=O,-15,2.6,-5,12,-3,7,37,-0.5,18
CCN(CC)CCN(C(=O)c1cccc(N2C(=O)CCC2=O)c1)c1nc2cc3c(cc2s1)OCO3,6,-3.2,4,-12,-7,0,4,-4.3,1
CCC(C)C(NC(=O)OC(C)(C)C)C(=O)NCc1ccco1 (configuration not stated),-7,1.0,-5,-16,-6,4,-9,-4.2,-2
NC(N)=Nc1nc2ccccc2o1,-1,-4.5,3,-10,-2,2,2,-4.1,8
COc1cc(CN(C)C)cc(C=O)c1O,0,-3.0,1,-6,14,3,29,-1.8,-9
O=C(/C=C/c1ccccc1)NC(=S)Nc1cccnc1,11,-0.5,0,6,1,4,47,-0.7,1
Cc1ccc(S(=O)(=O)Cc2cc(-c3ccc(Cl)cc3)no2)cc1,5,-3.0,5,-13,-2,4,66*,-2.9,-10
Cc1nc(NC(=O)c2ccccc2)sc1-c1csc(NCc2ccccc2)n1,-5,-1.3,-5,1,4,-2,17,-2.0,5
COC(=O)Cn1c(=NC(=O)c2nc3ccccc3s2)sc2cc(S(N)(=O)=O)ccc21,-2,-0.2,-1,-4,-18,1,-5,-2.6,31
CC(=O)c1cc(F)c(N2CCN(C(=O)C(C)(C)C)CC2)cc1C,10,0.1,7,1,-1,-2,22,-1.9,26
O=C(NC1CCCCCCC1)c1cc([N+](=O)[O-])ccc1Cl,-9,-4.9,7,-1,-1,-2,-3,-3.3,5
C=CCNc1nc2c(c(=O)n(C)c(=O)n2C)n1Cc1ccc(F)cc1,-14,-1.4,4,-6,-3,8,5,-2.0,.
Cn1c(N)c(C(=O)CSc2nnc(-c3ccccc3F)n2N)c(=O)n(C)c1=O,-2,0.4,0,-5,2,4,5,-0.6,.
CCCn1c(NC(=O)C23CC4CC(CC(O)(C4)C2)C3)nc2ccccc21,0,-0.5,-1,7,7,-1,-14,0.1,-6
O=C(CNC(=S)N(CCCN1CCOCC1)Cc1cccs1)NCCN1CCOCC1,2,-4.6,8,-7,8,6,-21,-3.8,23
O=C1c2cccnc2C(Nc2ccc(S(=O)(=O)N3CCCCC3)cc2)N1Cc1ccccc1 (configuration not stated),-5,-2.2,6,-4,-4,-4,14,-1.6,6
CCNC(=O)CC1C(=O)N(c2ccccc2)C(=O)N1Cc1ccc(OC)cc1 (configuration not stated),-2,-3.8,-2,-1,-4,7,3,-2.7,.
CC(C)COc1ccc(CNC(=S)Nc2ccccc2)cc1Cl,-19,-3.6,3,-4,4,3,38,-3.8,-12
O=C(O)c1ccc(COc2c(F)c(F)cc(F)c2F)cc1,-14,1.4,5,-12,4,4,-3,-4.7,7
O=C(CCNS(=O)(=O)c1ccc(Br)cc1)NCc1cccs1,16,-3.4,6,-1,1,1,-13,-1.3,13
COc1cccc(-c2cc(C(F)(F)F)n3ncc(C(=O)NCC4CCCO4)c3n2)c1 (configuration not stated),-9,0.1,2,12,0,-2,23,-3.9,7
CCCNC(=O)C(Cc1ccccc1)NS(=O)(=O)c1cccc2nsnc12 (configuration not stated),-16,-4.8,1,-12,-1,6,16,-3.5,-11
O=C(CCNC(=O)c1ccccc1Cl)N/N=C\c1ccc(O)cc1,5,-5.5,-2,-12,-8,0,-1,-3.8,.
O=C(NCc1cccs1)c1ccncc1,-7,-2.6,6,2,-8,-4,4,-2.1,23
O=C(NCc1ccccc1)C(c1ccncc1)N(C(=O)c1csnn1)C1CC1 (configuration not stated),-6,-0.8,4,-10,2,1,62*,-0.4,12
Cc1ccc(C(=O)Cn2nnc3c(sc4nc5c(c(-c6ccccc6)c43)CCC5)c2=O)cc1,-1,-1.9,4,0,-4,3,34,-1.2,22

# Another view of part of the listing above.
Compound | pCIP destab | VIM-2 inhibitor | IDE cell inh | GPR7 antagonist | PfM18AAP inh | IDE act | PHOSPHO1 inh | IMP-1 inhibitor | NALP1 yeast inh
O=C(/C=C/c1ccccc1)NC(=S)Nc1cccnc1 | 11 | -0.5 | 0 | 6 | 1 | 4 | 47 | -0.7 | 1
Cc1ccc(S(=O)(=O)Cc2cc(-c3ccc(Cl)cc3)no2)cc1 | 5 | -3.0 | 5 | -13 | -2 | 4 | 66* | -2.9 | -10
Cc1nc(NC(=O)c2ccccc2)sc1-c1csc(NCc2ccccc2)n1 | -5 | -1.3 | -5 | 1 | 4 | -2 | 17 | -2.0 | 5
COC(=O)Cn1c(=NC(=O)c2nc3ccccc3s2)sc2cc(S(N)(=O)=O)ccc21 | -2 | -0.2 | -1 | -4 | -18 | 1 | -5 | -2.6 | 31
CC(=O)c1cc(F)c(N2CCN(C(=O)C(C)(C)C)CC2)cc1C | 10 | 0.1 | 7 | 1 | -1 | -2 | 22 | -1.9 | 26
O=C(NC1CCCCCCC1)c1cc([N+](=O)[O-])ccc1Cl | -9 | -4.9 | 7 | -1 | -1 | -2 | -3 | -3.3 | 5
C=CCNc1nc2c(c(=O)n(C)c(=O)n2C)n1Cc1ccc(F)cc1 | -14 | -1.4 | 4 | -6 | -3 | 8 | 5 | -2.0 | .
Cn1c(N)c(C(=O)CSc2nnc(-c3ccccc3F)n2N)c(=O)n(C)c1=O | -2 | 0.4 | 0 | -5 | 2 | 4 | 5 | -0.6 | .
CCCn1c(NC(=O)C23CC4CC(CC(O)(C4)C2)C3)nc2ccccc21 | 0 | -0.5 | -1 | 7 | 7 | -1 | -14 | 0.1 | -6
O=C(CNC(=S)N(CCCN1CCOCC1)Cc1cccs1)NCCN1CCOCC1 | 2 | -4.6 | 8 | -7 | 8 | 6 | -21 | -3.8 | 23
O=C1c2cccnc2C(Nc2ccc(S(=O)(=O)N3CCCCC3)cc2)N1Cc1ccccc1 (configuration not stated) | -5 | -2.2 | 6 | -4 | -4 | -4 | 14 | -1.6 | 6
CCNC(=O)CC1C(=O)N(c2ccccc2)C(=O)N1Cc1ccc(OC)cc1 (configuration not stated) | -2 | -3.8 | -2 | -1 | -4 | 7 | 3 | -2.7 | .
CC(C)COc1ccc(CNC(=S)Nc2ccccc2)cc1Cl | -19 | -3.6 | 3 | -4 | 4 | 3 | 38 | -3.8 | -12
O=C(O)c1ccc(COc2c(F)c(F)cc(F)c2F)cc1 | -14 | 1.4 | 5 | -12 | 4 | 4 | -3 | -4.7 | 7
O=C(CCNS(=O)(=O)c1ccc(Br)cc1)NCc1cccs1 | 16 | -3.4 | 6 | -1 | 1 | 1 | -13 | -1.3 | 13
COc1cccc(-c2cc(C(F)(F)F)n3ncc(C(=O)NCC4CCCO4)c3n2)c1 (configuration not stated) | -9 | 0.1 | 2 | 12 | 0 | -2 | 23 | -3.9 | 7
CCCNC(=O)C(Cc1ccccc1)NS(=O)(=O)c1cccc2nsnc12 (configuration not stated) | -16 | -4.8 | 1 | -12 | -1 | 6 | 16 | -3.5 | -11
O=C(CCNC(=O)c1ccccc1Cl)N/N=C\c1ccc(O)cc1 | 5 | -5.5 | -2 | -12 | -8 | 0 | -1 | -3.8 | .

# PHOSPHO1 inh, what is marked active above.
SMILES,pCIP destab,VIM-2 inhibitor,IDE cell inh,GPR7 antagonist,PfM18AAP inh,IDE act,PHOSPHO1 inh,IMP-1 inhibitor,NALP1 yeast inh
Cc1ccc(S(=O)(=O)Cc2cc(-c3ccc(Cl)cc3)no2)cc1,5,-3.0,5,-13,-2,4,66*,-2.9,-10
O=C(NCc1ccccc1)C(c1ccncc1)N(C(=O)c1csnn1)C1CC1 (configuration not stated),-6,-0.8,4,-10,2,1,62*,-0.4,12

# The listing continues.
SMILES,pCIP destab,VIM-2 inhibitor,IDE cell inh,GPR7 antagonist,PfM18AAP inh,IDE act,PHOSPHO1 inh,IMP-1 inhibitor,NALP1 yeast inh
CCCN(CCC)C(=O)C1c2ccccc2Oc2ccccc21,3,-0.6,6,-7,7,5,13,-2.8,3
COc1ccc2c([N+](=O)[O-])c(Cl)[nH]c2c1,-6,-1.8,4,-4,11,-4,19,-2.4,-7
O=C(Nc1ccccc1)c1c2c(nc3ccccc13)CCCC2,-10,1.5,0,-14,-12,4,-4,0.1,18
COc1ccc(-n2c(=O)c3ccccc3c3ccccc3c2=O)cc1,-10,0.2,3,6,-12,1,-26,1.7,19
C=CCNC(=S)NCCO,-4,-0.3,0,-4,-7,2,24,-3.2,22
CC(=O)c1ccc(NS(=O)(=O)c2ccc(C(C)(C)C)cc2)cc1,-22,-1.3,-5,-13,3,4,32,-2.1,3
CCCC(=O)Nc1cccc(Oc2nc(C)cc(C)c2C#N)c1,-6,-0.1,3,17,-14,0,17,1.8,-1
C/C(=N\N1CCN(Cc2ccccc2Cl)CC1)c1ccc(F)cc1,7,-1.2,0,-17,-4,-3,6,-2.0,13
O=C(CSc1nc2ccc(Cl)cc2[nH]1)N1CCN(C(=O)c2ccco2)CC1,-11,0.6,0,-8,-5,-1,-6,2.1,32
